# SR-BI DiI-HDL act: activators of SR-BI mediated DiI-HDL uptake, primary screen, ldlA[mSR-BI] CHO cells, DiI fluorescence. 3 h; 100 = double the neutral-control signal. activation, % at 12.5 µM. hit rate 0.096% among 320,000. AID 504775, 2011;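 active = mean replicate activation of at least 60% and every replicate at or above 60%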;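 note: 0% = median plate neutral-control signal and 100% = twice that signal; values of inactives mirror those of a sister screen read the other way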
#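 Assay system: LDL receptor-deficient CHO ldlA cells overexpressing murine SR-BI / Medium: BSA-supplemented, HEPES-buffered Ham's F12, pH 7.4 / Probe or stimulus: DiI-labelled HDL at 10 µg/mL final / Timing: compound with DiI-HDL co-incubation, 3 h at 37 °C / Technique: bottom-read cell fluorescence after medium removal, ex 550/em 595 nm / Measure: HDL uptake via cellular fluorescence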
# C-LANA FP: inhibitors of KSHV C-LANA binding to DNA, primary screen, biochemical, fluorescence polarization, FAM-LBS DNA, MBP-C-LANA, single point; inhibition, % at 9 µM; Kaposi's sarcoma herpesvirus LANA C-terminal domain (residues 932-1162) DNA binding; hit rate 0.078% among 340,000;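 active = highest replicate inhibition at or above 60% at 9 µM, even if other replicates fall short; inactive = all replicates below 60% inhibition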;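 note: 0% = neutral control wells and 100% = 4 µM acridine orange control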
# Arrestin-AP2 inh: inhibitors of beta-arrestin/AP2 binding, primary screen, biochemical, GPCR trafficking, flow cytometry. inhibition, % at 10 µM. hit rate 0.31% among 340,000. AID 504490, 2011. beta-arrestin 1 C-terminal peptide binding to AP2 beta2-adaptin appendage (human). FITC-arrestin peptide / GST-AP2 beads; AP2 beta2 appendage carries R879A mutation;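 active = inhibition above a set limit, near 3 SD of compounds lacking own fluorescence, cut at about 54% in these data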;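 note: plate controls were DMSO wells for no effect and 5 µM unlabelled arrestin peptide for full effect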
#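 System: GST-AP2 R879A glutathione beads. Medium: PBS with 0.05% Tween 20 and 0.1% BSA. Also added: FITC-arrestin peptide, 50 nM. Incubation: 12 min plus 1 h, RT. Measured by: high-throughput flow cytometry of beads, ex 488, em 535 nm. Evaluation: percent drop in bead-associated FITC signal.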
# PKA-R2B activ: activators of PKA-R2B holoenzyme, primary screen, biochemical, fluorescence polarization, Cy5-IP20, human; PKA-R2B holoenzyme dissociation; R2B truncated from residue 108, S112A mutant; 0% DMSO only, 100% 113 µM cGMP; AID 504700, 2011; cAMP-dependent protein kinase catalytic subunit beta (Homo sapiens) + cAMP-dependent …; hit rate 0.079% among 340,000; activation, % at 11.4 µM;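 active = activation above a cutoff set at the mean over all compounds plus 3 SD, cut at about 18% in these data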;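 note: higher means more holoenzyme dissociation and a rise in polarization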
# SR-BI DiI inh: inhibitors of SR-BI mediated HDL lipid uptake, primary screen, ldlA[mSR-BI] cells, fluorescence, single point; AID 488896, 2010; ldlA[mSR-BI] CHO cells, DiI-HDL uptake fluorescence, 3 h; hit rate 0.96% among 320,000; inhibition, % at 12.5 µM; Scavenger receptor class B member 1 (Mus musculus), Q61009;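 active = mean replicate inhibition of at least 70% and a set share of replicates each scoring 70 or more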;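 note: 0% = median of neutral control wells and 100% = median of positive control wells; values of inactives mirror those of a sister screen read the other way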
# Keap1 Nrf2 FP: Keap1-Nrf2 protein-protein interaction inhibitors, primary screen, biochemical, fluorescence polarization, single point; Kelch-like ECH-associated protein 1 (Homo sapiens), Q14145; inhibition, % at 9.4 µM; hit rate 0.15% among 340,000; AID 504523, 2011; Keap1 Kelch-Nrf2 peptide fluorescence polarization, 1536-well; in the data active = inhibition above about 12%;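 note: human Keap1 Kelch domain with fluorescein labeled Nrf2 9mer peptide probe; 0% = neutral control wells and 100% = peptide positive control; higher means more block of Keap1 binding to Nrf2 peptide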
# PvdQ acylase: P. aeruginosa PvdQ acylase inhibitors, primary screen, biochemical, fluorescence, plate reader and imaging, single point; PvdQ acylase [Pseudomonas aeruginosa LESB58]; purified PvdQ acylase; inhibition, % at 10 µM; hit rate 0.063% among 340,000; AID 488965, 2010; in the data active = inhibition above about 30%, passing the limit was not always enough;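 note: 0% = vehicle neutral wells and 100% = reference inhibitor wells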
# NSD2 inh: NSD2 histone methyltransferase inhibitors, primary screen, biochemical, AlphaScreen, single concentration, set 2; Histone-lysine N-methyltransferase NSD2 (Homo sapiens), O96028; NSD2 peptide methylation, 120 min; inhibition, % at 12.5 µM; hit rate 0.54% among 310,000; AID 743445, 2014; in the data active = inhibition above about 50%
# Target sequence (O96028 whole entry, looked up): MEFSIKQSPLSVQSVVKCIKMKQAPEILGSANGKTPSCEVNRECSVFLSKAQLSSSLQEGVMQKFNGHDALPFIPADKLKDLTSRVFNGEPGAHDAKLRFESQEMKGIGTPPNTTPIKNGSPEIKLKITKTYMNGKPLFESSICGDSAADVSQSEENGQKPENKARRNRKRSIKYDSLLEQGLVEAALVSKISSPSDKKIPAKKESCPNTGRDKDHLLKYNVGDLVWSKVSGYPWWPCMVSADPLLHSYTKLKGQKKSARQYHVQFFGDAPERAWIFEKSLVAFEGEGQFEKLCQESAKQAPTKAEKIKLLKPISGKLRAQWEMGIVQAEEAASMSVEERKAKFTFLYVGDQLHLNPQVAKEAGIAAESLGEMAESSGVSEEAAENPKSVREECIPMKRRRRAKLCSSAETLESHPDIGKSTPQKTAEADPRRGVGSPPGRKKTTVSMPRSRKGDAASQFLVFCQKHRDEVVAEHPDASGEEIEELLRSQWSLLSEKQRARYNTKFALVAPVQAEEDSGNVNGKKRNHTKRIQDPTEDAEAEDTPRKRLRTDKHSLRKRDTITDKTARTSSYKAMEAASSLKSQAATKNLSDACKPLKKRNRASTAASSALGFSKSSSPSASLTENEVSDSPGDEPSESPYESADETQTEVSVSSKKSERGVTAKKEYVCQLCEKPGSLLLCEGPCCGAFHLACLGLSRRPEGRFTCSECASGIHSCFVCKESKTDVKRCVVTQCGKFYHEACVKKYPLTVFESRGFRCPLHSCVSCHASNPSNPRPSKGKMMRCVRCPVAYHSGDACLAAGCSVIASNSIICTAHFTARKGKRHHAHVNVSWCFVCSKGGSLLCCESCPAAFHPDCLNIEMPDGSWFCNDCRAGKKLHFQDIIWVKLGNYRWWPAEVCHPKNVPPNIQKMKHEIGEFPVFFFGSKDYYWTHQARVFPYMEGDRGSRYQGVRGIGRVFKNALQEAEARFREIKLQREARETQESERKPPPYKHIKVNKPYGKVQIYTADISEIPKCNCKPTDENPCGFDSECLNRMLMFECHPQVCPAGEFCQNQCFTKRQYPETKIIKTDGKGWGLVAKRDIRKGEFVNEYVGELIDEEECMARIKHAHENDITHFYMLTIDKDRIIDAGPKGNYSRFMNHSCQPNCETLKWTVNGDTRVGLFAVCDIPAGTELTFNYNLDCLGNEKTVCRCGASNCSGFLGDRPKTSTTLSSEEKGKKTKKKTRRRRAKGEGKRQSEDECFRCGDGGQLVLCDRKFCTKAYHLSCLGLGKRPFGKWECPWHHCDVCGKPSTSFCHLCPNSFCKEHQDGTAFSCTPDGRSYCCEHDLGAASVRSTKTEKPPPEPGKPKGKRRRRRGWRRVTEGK
# DAGLB inhibitor: DAGLB lipase inhibitors, primary screen, biochemical, fluorescence, HTS; HEK293T DAGLB membrane lysate, EnzChek fluorogenic substrate; inhibition, % at 5.17 µM; hit rate 0.059% among 340,000; AID 504411, 2011; in the data active = inhibition above about 34%;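 note: 0% = enzyme with vehicle and 100% = wells lacking enzyme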
# Cardiac RTF inh: cardiac RTF calcium sensitivity inhibitors, primary screen, biochemical, IANBD-TnC fluorescence, EC70 calcium. Troponin I, cardiac muscle (Homo sapiens) + Troponin T, cardiac muscle (Homo sapiens) + …. IANBD-labeled cardiac RTF, Ca2+ fluorescence. inhibition, % at 7.15 µM. hit rate 0.12% among 340,000;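 active = inhibition above the mean inhibition of all tested compounds plus 3 SD, cut at about 17% in these data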;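 note: assay run at fixed EC70 calcium of 1.6 mM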
# An asterisk follows results filed as active; · = not tested or not shown.
SMILES,SR-BI DiI-HDL act,C-LANA FP,Arrestin-AP2 inh,PKA-R2B activ,SR-BI DiI inh,Keap1 Nrf2 FP,PvdQ acylase,NSD2 inh,DAGLB inhibitor,Cardiac RTF inh
Cc1cccc(CC2S/C(=N/N=C/c3ccco3)NC2=O)c1 (centres undefined),15,0.5,41,-10,-15,-5,4,-2,-1,7
CCCn1c(NCc2ccccn2)nc2ccccc21,-1,0.2,16,6,1,2,-10,-5,0,8
CC(C)(C)c1ccc2c(c1)N(CC(=O)O)C(=O)CO2,5,0.6,2,4,-5,3,-14,3,-6,-2
N/C(=N\O)c1ccc(Oc2ccccc2Cl)c([N+](=O)[O-])c1,0,-0.6,-2,10,0,2,-8,1,-1,3
C/C(=N\NC(=O)CCCOc1ccc(Cl)cc1C)c1ccc(C)o1,-3,0.2,8,4,3,0,-8,0,-3,-8
CCOCCCNC(=O)CCC(=O)NNc1nc2ccccc2c2nc(-c3ccccc3)nn12,-7,-2.3,1,2,7,-6,-16,-1,1,-10
CCOC(=O)C1(Cc2cccc(F)c2)CCN(C(=O)c2cnc(C)cn2)CC1,-28,0.2,36,-4,28,1,4,-1,0,0
Cc1ccc(CN(c2ccc(C(=O)N3CCOCC3)cc2)S(C)(=O)=O)cc1,-12,1.2,5,-10,12,0,8,1,2,-2
CC(=O)Nc1ccc(NC(=O)c2c(C)noc2C)cc1,10,0.6,9,7,-10,-2,-8,-3,1,-8
CCC1(c2ccccc2)NC(=O)N(CC(=O)N(C)CC(=O)Nc2cccc(F)c2)C1=O (centres undefined),3,-1.0,-2,-17,-3,-4,-12,-4,-2,-2
Cc1noc(C)c1S(=O)(=O)Nc1ccc(C#N)cc1,2,0.6,27,1,-2,0,-7,-2,7,-3
CCCOc1ccc(CC(=O)NCC2(c3ccccc3)CCOCC2)cc1OC,2,0.8,-2,-4,-2,0,-16,11,2,-4
COc1cccc(N2CCN(CC(=O)Nc3ccccc3C(=O)NCc3ccccc3)CC2)c1,3,-0.3,-16,-4,-3,-3,-18,0,0,-6
Nc1sc2c(c1C(=O)NC1CCS(=O)(=O)C1)CCCC2 (centres undefined),-11,0.2,8,2,11,-8,-3,·,-2,-4
O=C(CCNC(=O)c1ccc(Cl)cc1)Nc1cccc(S(=O)(=O)N2CCCCCC2)c1,-33,-0.7,22,-1,33,-2,-1,-9,-3,1
Cn1c(CNc2ccc(Br)cc2)nc2ccccc21,-10,-2.2,6,-2,10,6,-7,32,0,0
COc1ccc(NCN2C(=O)CCC2=O)cc1,-1,-0.3,21,-4,1,1,8,·,0,0
Cc1[nH]n(C(N)=S)c(=O)c1N=Nc1cc(-c2ccc(Br)cc2)[nH]n1,-65,-0.9,5,·,65,-4,-5,36,·,·
Cc1nonc1NC(=O)CSc1nc(C2CCCCC2)nc2ccccc12,-23,-1.2,8,0,23,-1,-15,-1,-10,-7
N#CC(C#N)=C1C=CC=CN1/C(=C\c1ccccc1Cl)C(=O)c1ccccc1,-43,-0.5,16,-15,43,-2,-7,0,3,-5
Cc1cc(C(=O)N/N=C2\CCCC(=O)C2)c(C)o1,4,0.1,40,-12,-4,1,-1,1,-1,-5
O=C(Cn1c(=S)[nH]c2ccccc2c1=O)N1CCN(c2ccccc2)CC1,23,2.2,43,-14,-23,0,4,0,0,11
CCOC(=O)c1cccc(N2CC3CNC(=O)C2(C(=O)OC)N3C)c1 (centres undefined),23,-0.1,0,1,-23,-2,-6,·,0,2
Cc1nnc(Nc2ccc(Cl)cc2)s1,-8,-0.2,-2,6,8,0,-16,0,-2,-2
CC1(C)NC(=O)N(CC(O)COc2cc3ccccc3cc2C(=O)N2CCCCC2)C1=O (centres undefined),-1,1.0,30,6,1,-5,0,1,-2,6
CS(=O)(=O)N(CC(=O)Nc1ccccc1C(=O)N1CCCC1)c1ccc2c(c1)OCO2,-2,1.3,-6,-5,2,0,-5,-1,0,4
CNC(=O)CC1C(=O)N(Cc2ccccc2)C(=S)N1NC(=O)c1cccc(F)c1 (centres undefined),13,-0.8,-2,8,-13,0,-1,0,0,-8
Nc1ncn([C@@H]2O[C@H](CO)[C@@H](O)[C@H]2O)c(=O)n1,3,4.0,-3,-5,-3,0,-23,·,0,6
Cc1ccc2nccc(C(=O)N3CCCC(N4CCN(c5ccc(F)cc5)CC4)C3)c2c1 (centres undefined),-25,-1.5,43,5,25,0,8,4,-2,-7
O=C(NCc1ccccn1)c1ccc(OC2CCN(Cc3ccc(CO)o3)CC2)cc1,27,1.0,-3,1,-27,-4,-12,2,3,-2
O=C(COC(=O)C1CCC(=O)N1)Nc1ccc(Oc2ccccc2)cc1 (centres undefined),-19,1.9,6,2,19,-4,-8,0,-2,-8
O=C(OCC(=O)N1CCc2ccccc21)c1nc(Cl)ccc1Cl,-24,-0.6,-9,-21,24,-1,-5,-2,-4,7
O=C(Nc1ccc(F)cc1)c1ccc(COc2ccccc2)cc1,5,-0.4,4,10,-5,0,-7,3,0,-17
COCC(=O)NC1CC2CCCC(C1)N2Cc1ccccc1 (centres undefined),15,-0.8,18,6,-15,-1,-10,7,4,-40
N#Cc1ccc(N)cc1OCCCN1CCCCC1,27,1.8,35,6,-27,-2,19,-2,-2,3
O=C1c2ccccc2NC(c2cccs2)N1O (centres undefined),27,0.1,-12,3,-27,-2,-17,-6,-1,-21
O=C(CC(c1ccccc1)C1CCCCC1=O)c1ccccc1 (centres undefined),3,0.0,0,3,-3,-1,-15,1,-7,-8
CS(=O)(=O)Nc1ccccc1C(=O)Nc1ccccc1Cl,·,0.0,6,-9,·,4,5,1,3,4
COc1ccc(C(=O)Nc2ccc(S(=O)(=O)Nc3nccnc3OC)cc2)cc1,7,0.3,-1,10,-7,-2,-13,-1,0,-5
OC(CNc1nc(C(F)(F)F)nc2ccccc12)c1ccccc1 (centres undefined),·,1.8,5,7,·,0,-16,-8,-3,-23
COC(=O)c1ccc2c(=O)sc(N3CCC(C(N)=O)CC3)nc2c1,-11,-0.1,2,-11,11,3,-3,1,2,-16
CCCC(=O)OC/C(O)=C(\C#N)c1nc2ccccc2[nH]1,-7,0.9,-18,-1,7,0,-7,0,2,-7
O=c1[nH]n(-c2ccccc2Cl)c(=O)c2ccccc12,7,-0.8,-5,9,-7,-3,-16,-1,-3,-3
CCO[C@@H]1OC(C(=O)N2CCOCC2)=C[C@H](c2ccccc2)[C@H]1CCCO,-11,1.5,-1,-5,11,-5,-4,·,3,-7
CCn1c(SCC(=O)N2CCc3ccccc3C2)nc2c1c(=O)n(C)c(=O)n2C,-11,0.6,-10,-9,11,4,-14,-1,2,-11
Cc1ccc(C)c(NC(=O)CN(C)C(=O)c2ccc3c(=O)n4c(nc3c2)CCC4)c1,6,1.2,-1,-1,-6,1,-18,-1,1,-6
CCC/C=N/NC(=O)c1ccccc1O,2,-2.4,-4,5,-2,-4,-11,-2,1,-4
O=C(Nc1ccc(Cl)cn1)c1ccc2c(Cl)c3c(nc2c1)CCC3,-47,1.8,11,-8,47,0,-3,-2,-1,-17
CCCCN1C(=O)c2ccc(C(=O)NCc3ccco3)cc2C1=O,-20,0.1,2,2,20,-2,-16,8,-1,-4
Cc1ccc(C(=O)NC(=S)NCCN2CCOCC2)cc1,-12,0.8,36,-1,12,2,-2,·,-3,-4
# (further entries)
SMILES,SR-BI DiI-HDL act,C-LANA FP,Arrestin-AP2 inh,PKA-R2B activ,SR-BI DiI inh,Keap1 Nrf2 FP,PvdQ acylase,NSD2 inh,DAGLB inhibitor,Cardiac RTF inh
COc1ccccc1NC(=S)N(Cc1cccnc1)Cc1ccccc1Cl,9,1.4,0,3,-9,-9,-10,-3,-2,-16
Cn1cc(C(=O)NCCc2ccccc2)c(=O)c2cc(S(=O)(=O)N3CCOCC3)ccc21,·,-1.8,2,-12,·,1,-12,0,-1,0
O=C1C=C(Nc2ccc(F)cc2)c2ccccc2C1=O,-47,2.1,14,0,47,1,-6,6,7,1
O=C(CSc1nc2cc(Cl)ccc2s1)c1ccco1,6,-0.6,7,-1,-6,2,-1,·,-6,-8
CC(C)Oc1ccc(/C=C(/NC(=O)c2ccccc2)C(=O)NC(Cc2ccccc2)C(=O)O)cc1 (centres undefined),·,1.3,20,-10,·,-2,7,1,-1,9
C[C@H](CO)N1C[C@H](C)[C@@H](CN(C)S(C)(=O)=O)Oc2ccc(NC(=O)CCN3CCOCC3)cc2C1=O,-5,0.6,-2,2,5,0,2,·,-2,-6
COc1ccc(CCN(C)C(=O)C2CCN(Cc3ccccc3)CC2)cc1OC,2,-0.7,-5,0,-2,-7,-14,-5,-3,-6
O=C(O)C1=C(C(=O)Nc2cccc(C(F)(F)F)c2)CCCC1,7,1.9,-27,-7,-7,-4,-20,-2,-2,-6
Cc1ccc(OCC(=O)Nc2ccc(CN3CCOCC3)cc2)cc1,29,12,10,-2,-29,3,16,-6,-4,-5
COc1ccccc1CCNC(=O)C(=O)NCC1OCCN1C(=O)c1ccc(Cl)cc1 (centres undefined),·,-0.8,19,6,12,3,-1,0,-1,5
CC1=CN2C(=N)/C(=C\c3cn(CCCOc4ccccc4)c4ccccc34)C(=O)N=C2S1,-62,2.4,14,-1,62,1,-3,-1,0,-2
CCOc1ccc2c(c1)C(c1ccccc1)=NNC(c1ccccc1)=N2,-23,-0.5,-3,-8,23,4,-11,6,-5,-1
CCCCCc1ccc(C(=O)CCCC)c(=S)[nH]1,1,-2.0,-16,-5,-1,-5,-6,15,-5,6

# An excerpt of these results, bar-delimited:
SMILES | SR-BI DiI-HDL act | C-LANA FP | Arrestin-AP2 inh | PKA-R2B activ | SR-BI DiI inh | Keap1 Nrf2 FP | PvdQ acylase | NSD2 inh | DAGLB inhibitor | Cardiac RTF inh
O=C(CSc1nc2cc(Cl)ccc2s1)c1ccco1 | 6 | -0.6 | 7 | -1 | -6 | 2 | -1 | · | -6 | -8
CC(C)Oc1ccc(/C=C(/NC(=O)c2ccccc2)C(=O)NC(Cc2ccccc2)C(=O)O)cc1 (centres undefined) | · | 1.3 | 20 | -10 | · | -2 | 7 | 1 | -1 | 9

# High-throughput results (PubChem)
